STAT1 activator = STAT1 signaling activation; NIH 3T3 STAT1-luciferase reporter, IFN-gamma, luminescence; 100% = IFN-gamma alone, no compound; activation (% of control), % at 5.5 µM; 200,000 tested, 2.6% active;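 active = activation above the screen-wide mean activation plus 3 SD, cut at about 130% in these data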;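 also: raw ratio to IFN-gamma control signal so 100% means no change and 0% no light; values of inactives mirror those of a sister screen read the other way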
Diaph act CS = counter-screen for diaphorase-based assays: diaphorase activators and chemical reducers; Diaphorase/resazurin coupled assay, resorufin fluorescence, 16 min; hits give high values; 1 = vehicle wells, 0 = NADH-free wells; activation factor at 20 µM; 190,000 tested, 0.005% active; AID 1229;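 active = diaphorase activity raised at least twofold by the compound at 20 µM; inactive = activation factor below 2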
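test system = bacterial diaphorase enzyme (C. kluyveri) | quantity = enzyme 0.07 U/mL final | reagent = NADH substrate 0.114 mM plus resazurin dye 0.1 mM, final | incubation = 16 min enzyme reaction, ambient temperature | buffer or medium = HEPES pH 7.4 buffer with MgCl2 and Tween 20 | signal = fluorescence of resorufin, 544 nm excitation, 590 nm emission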
STAT1 inh = STAT1 signaling inhibition; NIH 3T3 STAT1-luciferase reporter, IFN-gamma, luminescence; inhibition, % at 5.5 µM; 200,000 tested, 0.35% active; AID 920;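 active = inhibition above a set limit, the mean inhibition across all tested compounds plus 3 SD, cut at about 34% in these data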;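 also: 0% = IFN-gamma with DMSO and 100% = IFN-gamma with 300 µM nifuroxazide; values of inactives mirror those of a sister screen read the other way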
Hsp70 activator = Hsp70 transcriptional activation, primary screen | HeLa Hsp70 promoter luciferase reporter, luminescence; scaled: vehicle 0, proteasome-inhibitor control 100% | activation, % at 10 µM | 200,000 tested, 0.04% active | AID 1203;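 active = activation above the mean across all tested compounds plus 3 SD, cutoff set per campaign, cut at about 5.5% in these data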;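 also: 100% = MG132 at 30 µM as the positive control and 0% = DMSO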
APP transl inh = APP translation inhibition; SH-SY5Y APP 5'UTR-luciferase reporter, luminescence; inhibition, % at 2 µM; 190,000 tested, 0.82% active;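 active = inhibition above a set limit, derived from the sample mean plus 3 SD, cut at about 45% in these data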; also: values of inactives mirror those of a sister screen read the other way
STAT3 act = increases IL-6 driven STAT3 reporter signal; U3A cells, IL-6 STAT3-luciferase reporter, luminescence; 100% = signal with IL-6 EC80 alone; activation (% of control), % at 5.6 µM; 190,000 tested, 0.91% active;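 active = activation above the screen-wide mean of compound activation plus 3 SD, cut at about 130% in these data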;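 also: 0% = background luminescence of wells with medium and substrate only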
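Material: STAT3-luciferase reporter U3A cells. Controls: IL-6-treated wells, 100% activation. Read-out: % activation versus median of IL-6-stimulated wells. Probe or stimulus: IL-6 stimulus at 33 ng/mL final. Timing: compound 1 h, then IL-6 6 h at 37 °C. Signal: reporter luminescence signal.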
Diaphorase inh = counter-screen for diaphorase-based assays: diaphorase inhibitors and chemical oxidizers | AID 1217 | inhibition, % at 20 µM | 190,000 tested, 0.69% active | diaphorase resazurin-to-resorufin fluorescence, NADH, 16 min; bacterial (C. kluyveri) enzyme, not human;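 active = primary screen inhibition at 20 µM above a set limit, cut at about 50% in these data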;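 also: plate controls were DMSO with full reaction for no effect and wells lacking NADH for full effect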
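Detection: fluorescence of resorufin formed from resazurin, Ex 544/Em 590 nm; test system: Clostridium kluyveri diaphorase enzyme; amount: 0.14 U/mL diaphorase, enzyme working solution; times: 16-min room-temperature incubation before reading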
TLR4 MyD88 comp = blocks binding of human TLR4 to MyD88; O00206+Q99836; HeLa CL3-4 TLR4/MyD88 BLA complementation, FRET ratio; inhibition, % at 8.4 µM; 200,000 tested, 0.18% active; in the data active = inhibition above about 25%;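 also: 0% = vehicle and 100% = reference inhibitor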
Target sequence (O00206 whole entry, looked up): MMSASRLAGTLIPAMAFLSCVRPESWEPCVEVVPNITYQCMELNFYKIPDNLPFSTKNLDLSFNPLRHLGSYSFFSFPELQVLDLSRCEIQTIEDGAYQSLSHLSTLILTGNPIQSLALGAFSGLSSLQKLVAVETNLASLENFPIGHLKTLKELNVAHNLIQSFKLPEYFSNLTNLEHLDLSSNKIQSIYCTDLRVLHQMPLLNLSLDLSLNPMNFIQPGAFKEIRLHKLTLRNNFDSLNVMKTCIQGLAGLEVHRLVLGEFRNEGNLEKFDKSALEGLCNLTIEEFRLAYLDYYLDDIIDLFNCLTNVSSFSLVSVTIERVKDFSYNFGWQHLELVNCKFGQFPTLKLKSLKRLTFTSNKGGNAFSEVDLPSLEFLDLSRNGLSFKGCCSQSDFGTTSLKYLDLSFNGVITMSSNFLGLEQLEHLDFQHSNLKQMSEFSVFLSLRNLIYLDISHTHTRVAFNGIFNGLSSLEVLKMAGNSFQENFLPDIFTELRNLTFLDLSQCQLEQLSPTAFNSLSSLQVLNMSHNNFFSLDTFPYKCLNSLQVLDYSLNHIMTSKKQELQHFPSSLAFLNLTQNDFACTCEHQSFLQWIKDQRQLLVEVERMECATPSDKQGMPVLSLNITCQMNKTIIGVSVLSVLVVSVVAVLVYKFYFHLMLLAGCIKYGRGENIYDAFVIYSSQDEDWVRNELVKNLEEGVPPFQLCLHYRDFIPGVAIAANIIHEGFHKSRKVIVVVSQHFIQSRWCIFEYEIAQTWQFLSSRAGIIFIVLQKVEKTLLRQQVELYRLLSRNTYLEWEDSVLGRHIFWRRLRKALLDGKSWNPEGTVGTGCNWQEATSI
Target sequence (Q99836 whole entry, looked up): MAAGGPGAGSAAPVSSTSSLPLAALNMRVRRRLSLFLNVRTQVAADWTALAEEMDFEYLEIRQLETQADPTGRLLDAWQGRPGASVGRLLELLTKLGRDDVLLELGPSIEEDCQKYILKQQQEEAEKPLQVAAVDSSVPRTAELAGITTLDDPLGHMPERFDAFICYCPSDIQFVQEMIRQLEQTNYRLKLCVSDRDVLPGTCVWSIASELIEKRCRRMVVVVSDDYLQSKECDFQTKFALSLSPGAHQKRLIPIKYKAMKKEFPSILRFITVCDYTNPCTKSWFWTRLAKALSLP
STAT3 inh = STAT3 signaling inhibition | inhibition, % at 5.5 µM | U3A cells, IL-6 STAT3-luciferase reporter, luminescence; host cell line lacks STAT1 | AID 862 | 190,000 tested, 0.89% active;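 active = inhibition above the mean inhibition across all screened compounds plus 3 SD, cut at about 44% in these data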;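 also: 0% = DMSO only wells and 100% = 100 µM nifuroxazide control wells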
G6PDH CS = counter-screen for G6PDH assay hits: L. mesenteroides G6PDH inhibition; 200,000 tested, 0.12% active; inhibition, % at 5 µM; Purified L. mesenteroides G6PDH, diaphorase/resazurin coupled fluorescence, 45 min; in the data active = inhibition above about 50%
* hit, by the source's call; / = not tested or not shown.

SMILES	STAT1 activator	Diaph act CS	STAT1 inh	Hsp70 activator	APP transl inh	STAT3 act	Diaphorase inh	TLR4 MyD88 comp	STAT3 inh	G6PDH CS
O=C1CC(c2ccco2)CC(O)=C1C=Nc1cc(Cl)cc(Cl)c1 (centres undefined)	99	0.8	1	-0.1	23	93	24	1	13	3
O=C(c1cc2ccccc2oc1=O)N(Cc1ccco1)C1CCS(=O)(=O)C1 (centres undefined)	114	0.8	-15	-0.1	-68	107	25	5	-2	6
Cn1c(C(=O)O)c(CC(=O)N2CCC(Cc3ccccc3)CC2)c2ccccc21	109	0.8	-10	-0.4	1	94	16	-8	11	1
COc1cccc(-c2nn(C)c3sc(C(=O)N4CCOCC4)cc23)c1	105	1	-5	-0.2	-7	98	-2	-2	7	5
O=C(c1ccc(Cl)s1)N1CCOCC1	90	0.9	10	0.3	-3	103	10	-1	1	14
CCOc1cc(NC(=O)c2cnccn2)c(OCC)cc1NC(=O)c1ccc(C)cc1	91	/	3	-0.3	4	96	/	9	9	/
Cc1oc2c(c1C(=O)NCc1cc(C(=O)O)co1)CCCC2	98	0.8	2	0.0	-35	105	22	3	-2	5
c1ccc(-c2nnc(SCc3nc4ccccc4[nH]3)n2Cc2ccco2)nc1	87	0.9	14	-0.4	6	95	11	-6	14	0
COC(=O)COc1cc(OCC(=O)OC)c2c(C)c(Cl)c(=O)oc2c1	100	1	-1	-0.1	15	101	4	-6	-1	2
C=CCn1cc(C(=O)NCCOC)c(=O)c2cc(S(=O)(=O)N(CC)CC)ccc21	91	0.9	10	0.1	3	104	12	5	0	-10
CC(C)(C)C1CCC(=NNC(=O)C(=O)NC2CCCCC2)CC1 (centres undefined)	109	0.9	-10	-0.3	5	100	8	-3	-1	9
NC(=O)Cn1cc(C(=O)COc2ccccc2)c2ccccc21	102	0.9	-4	-0.1	-14	101	8	3	2	5
O=C(c1nc2ccccc2s1)N1CCN(c2ccccn2)CC1	104	1	-5	0.3	-14	113	4	-6	-10	-1
CCn1c(SCc2ccc(F)cc2)nc2c(c1=O)SCC2	81	0.9	22	-0.2	13	101	15	11	4	1
COC(=O)C(CCCCNC(=O)c1ccc([N+](=O)[O-])cc1)NC(=O)c1ccc([N+](=O)[O-])cc1 (centres undefined)	98	0.8	4	-0.2	12	94	16	-2	5	2
CSC(=S)N/N=C/c1ccc(Br)cc1	92	0.8	7	-0.2	12	83	18	-11	22	1
O=[N+]([O-])c1c(C(Cl)Cl)nn(-c2ccccc2)c1N1CCCC1	97	0.7	3	-0.2	-14	108	32	1	-4	1
C=CCc1ccccc1OCCNCCCOC	100	0.9	0	-0.4	-2	97	11	7	12	6
Cn1c(CNC(=O)Nc2cccc(Cl)c2)nnc1SCc1ccccc1	93	0.9	8	-0.5	-7	98	5	11	12	18
Cc1ccccc1Cc1c(C)nc2c(C(=O)NCc3ccco3)cnn2c1C	99	0.9	2	-0.3	0	99	14	3	4	2
Cc1cc(C(F)(F)F)n2nc(C(=O)O)c(Cl)c2n1	93	0.9	6	-0.2	15	94	6	-2	12	10
O=C(Cc1ccc([N+](=O)[O-])cc1)NCc1ccccc1Cl	111	0.9	-13	0.2	6	100	6	2	2	-1
CN(CCC1CCCCO1)C(=O)CCc1nnc(CCCCc2ccccc2)o1 (centres undefined)	96	/	4	-0.2	-21	99	/	-7	6	13
O=C(NCCN1CCN(c2ccccc2)CC1)c1cccn2c(=O)c3ccccc3nc12	90	0.9	11	-0.3	3	94	13	-11	9	-24
O=C1OC(c2ccccc2)/C(=C(/O)c2ccccc2)C1=O (centres undefined)	106	0.8	-5	-0.4	-1	97	16	15	4	12
SMILES	STAT1 activator	Diaph act CS	STAT1 inh	Hsp70 activator	APP transl inh	STAT3 act	Diaphorase inh	TLR4 MyD88 comp	STAT3 inh	G6PDH CS
CC(C)CCn1c(SCCc2ccccc2)nc2c1c(=O)[nH]c(=O)n2C	99	1	1	0.1	7	100	2	6	5	4
CCO[C@H]1OC(C(=O)Nc2ccccc2)=C[C@@H](C2CC2)[C@@H]1CCCO	103	1.1	-2	0.2	12	/	-8	-3	/	11
Cn1c(CN2CCCCC2)c(C#N)c2ccccc21	100	0.9	0	-0.2	-6	98	14	5	6	2
CCNC(=O)c1cc2c(=O)n3cccc(C)c3nc2n(CCc2ccccc2)c1=N	104	0.9	-5	-0.2	14	110	7	-5	-11	-65
COc1cc(C)c(S(=O)(=O)NC2CC(C)(C)NC(C)(C)C2)cc1C	105	1	-6	-0.2	18	96	4	-5	4	1
O=C(Nc1cccc2nsnc12)c1ccc(-c2cccc(Cl)c2)o1	101	0.7	-1	-0.4	0	100	32	-13	11	13
COCCCn1c(SCC(=O)NC(C)C)nnc1-c1ccccc1	94	0.9	6	-0.2	-16	113	11	18	-9	1
CCCCCOc1ccc(N2C(=O)CC(N(O)c3ccccc3)C2=O)cc1 (centres undefined)	108	1	-8	0.2	-18	98	3	5	5	7
CCc1nc(N)c(C#N)c(-c2cccn2C)c1C	95	/	6	0.1	-11	102	/	-3	1	/
CCOc1ccc(CN(C)C(C)C(=O)Nc2ccc([N+](=O)[O-])cc2Cl)cc1OC (centres undefined)	94	0.9	6	-0.4	4	91	13	12	13	2
O=C(COC(=O)Cc1cccs1)Nc1ccccc1	103	0.9	-4	-0.5	17	108	13	2	-6	4
Cc1ccc(NC(=O)CN(C)C(=O)CCC(=O)c2cccs2)cc1	100	0.9	0	-0.3	-18	100	15	-8	-1	-3
CC(C)(C)[C@H]1C=C(C(=O)N2CCN(Cc3ccc4c(c3)OCO4)CC2)O[C@@H](OCCCCO)C1	102	1	0	-0.3	-2	/	0	2	/	14
Cc1nc(CSc2nc3[nH]ncc3c(=O)n2-c2ccccc2)cs1	98	0.9	2	-0.5	23	102	13	1	2	-1
O=C(Nc1ccnc(-c2cccnc2)n1)c1ccc(F)cc1	94	1	6	-0.2	4	95	2	-1	8	6
CSc1nc(NC(C)=O)nc(C)c1Br	105	1.1	-3	-0.1	-12	98	-7	-11	4	10
COCCNC(=O)C(c1ccc(F)cc1)N(C(=O)CCC(=O)Nc1nccs1)c1ccc(C)cc1 (centres undefined)	100	1	-2	-0.4	2	97	1	4	8	6
CCn1c(=N)n(CC(=O)c2ccc(OC)cc2)c2ccccc21	94	0.9	6	-0.1	-31	88	12	-5	18	-3
CCOc1ccccc1C(=O)NC1CC2CCCC(C1)N2Cc1ccccc1 (centres undefined)	96	0.9	2	-0.3	-18	105	5	5	-4	0
O=C(Nc1ncccn1)c1cc(-c2cccc(Br)c2)nc2ccccc12	100	0.7	0	-0.2	13	92	29	-1	9	8
CC(C)(C)c1ccc(C(=O)Nc2cccc([N+](=O)[O-])c2)cc1	135*	1	-34	-0.2	-137	102	5	0	-4	-6
CCOC(=O)c1[nH]c(C)c(C(=O)N(C)Cc2ccccc2)c1C	91	1	10	-0.3	12	95	0	-1	11	16
O=c1c2c([N+](=O)[O-])cc([N+](=O)[O-])cc2sn1-c1ccc(Br)cc1	97	0.3	4	-0.1	13	106	67*	-19	-10	-4
COc1ccc(Cl)cc1C(=O)NNC1CC(=O)N(Cc2ccc(Cl)cc2)C1=O (centres undefined)	94	0.8	7	-0.5	8	106	16	8	-6	-3
COc1cccc(CN2CCN(C(=O)c3cccc(F)c3)CC2)c1	96	/	4	-0.2	1	102	/	-1	4	/
SMILES	STAT1 activator	Diaph act CS	STAT1 inh	Hsp70 activator	APP transl inh	STAT3 act	Diaphorase inh	TLR4 MyD88 comp	STAT3 inh	G6PDH CS
O=C(O)c1ccc(COc2c(F)c(F)c(F)c(F)c2F)o1	96	1	6	-0.1	-4	103	-1	12	1	14
COc1cccc(-c2[nH]nc3c2C(c2ccoc2)C(C#N)=C(N)O3)c1 (centres undefined)	86	0.8	15	-0.3	-1	97	17	-2	7	-2
CN1CC2=Cc3ccccc3OC23Oc2ccccc2C=C3C1	92	1	9	-0.4	21	115	5	14	-14	8
O=C(/C=C/c1ccco1)Nc1ccc2c(c1)OCO2	127	1	-30	0.1	-120	92	-3	-16	12	2
COc1ccc(N=C2NC(=O)S/C2=C\c2ccc(N(C)C)cc2)cc1	132*	0.8	-35	-0.2	-23	107	23	4	-3	4
N#CCCN(Cc1cccnc1)C(=S)NC(=O)c1ccc(S(=O)(=O)N2CCCC2)cc1	104	1	-4	-0.3	-13	107	2	5	1	2
C=CCn1c(=N)c(C(=O)NCCCOC)cc2c(=O)n3cc(C)ccc3nc21	95	1	5	-0.2	7	101	-2	-18	5	4
COc1ccc(S(=O)(=O)N2C3CCC2CC(NC(=O)C2CC2)C3)cc1 (centres undefined)	100	0.9	0	-0.2	-12	98	9	4	11	6
COc1ccc(CCN(C)C(=O)C2CCN(Cc3ccc(C)cc3)CC2)cc1OC	98	0.9	2	-0.2	-11	95	7	-1	10	0
Cc1cc(S(=O)(=O)NCCN2CCOCC2)c(C)s1	95	0.9	6	0.1	10	97	15	5	6	-2
CCOc1cc(C2CC(=O)NC(SCC)=C2C#N)ccc1O (centres undefined)	103	0.8	-4	0.0	11	106	23	2	2	-1
CCOC(=O)C(NS(=O)(=O)c1ccccc1)(C(F)(F)F)P(=O)(OCC(C)C)OCC(C)C (centres undefined)	90	1	10	-0.2	-3	93	-4	-7	7	4
CC(C)(C)NCCOc1ccc2ccccc2c1	92	1.1	7	-0.2	7	100	-12	0	4	2
Cc1ccc(S(=O)(=O)n2c([N+](=O)[O-])cnc2C)cc1C	106	0.9	-8	0.1	-18	96	6	-9	12	12
Cc1nc(CS(=O)(=O)c2ccccc2)cc(Sc2ccc(Cl)cc2Cl)n1	106	0.7	-7	-0.2	-5	108	29	-4	-7	-10
O=C(NCCN1CCCCC1)/C(=N\O)c1ccccc1	90	0.8	11	0.1	9	103	17	13	0	2
CC(NC(=O)c1ccc(Cn2cc([N+](=O)[O-])cn2)o1)c1ccccc1 (centres undefined)	96	0.9	5	-0.2	1	99	8	7	6	1
S=C(Nc1ccccc1)N1N=C(c2cccs2)CC1c1cccs1 (centres undefined)	105	0.9	-6	0.1	-13	92	9	1	20	15
